# NOD1 NF-kB reporter: NOD1 signaling inhibitors, primary screen, cell-based, luminescence, uHTS (AID 1578) | NOD1-driven NF-kB luciferase reporter cells, luminescence; higher % means a stronger effect | inhibition, % at 4 µM; hits with a dose series show EC50 in µM | 290,000 compounds, 1% hits; in the data active = inhibition mostly above about 36%, no sharp cut-off; inactive = mostly below about 34%;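 also: HEK-293T reporter cells stimulated with the NOD1 agonist gamma-tri-DAP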
# KOR beta-arrestin-1: KOR antagonists, beta-arrestin recruitment, cell-based, luminescence, uHTS (AID 1778) | KOR beta-arrestin recruitment, luminescence, antagonist mode; higher % means a stronger effect | 290,000 compounds, 0.091% hits | one-dose inhibition, % at 10 µM; IC50 in µM for titrated hits; in the data active = inhibition above about 50%; also: strong numbers were not always called active
# K1F lysis inhibition: protection from phage-mediated lysis, alamar blue read-out – E. coli UTI89, K1F phage, bacterial capsule biogenesis inhibitors (AID 488966). inhibition, % at 100 µM; hits with a dose series show IC50 in µM. E. coli UTI89 K1F phage lysis, alamar blue, 2 h; higher % means a stronger effect. 340,000 compounds, 0.02% hits;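 active = phage lysis inhibition, versus mean bacterial control, above a set limit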;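 also: capsule biogenesis inhibitors block K1F phage lysis so surviving cells raise fluorescence; higher fluorescence means more inhibition of phage lysis; actives were called in the ten point dose series up to 300 µM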
# GPR55 antagonists: inhibition of LPI-stimulated GPR55 beta-arrestin translocation – imaging, U2OS, beta-arrestin-GFP, LPI agonist, primary screen (AID 2013). 290,000 compounds, 0.13% hits. U2OS GPR55 beta-arrestin-GFP translocation imaging, LPI antagonism; higher % means a stronger effect. one-dose inhibition, % at 10 µM; IC50 in µM for titrated hits;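 active = spots per cell inhibited over 60%, with over 100 cells counted and total cytoplasm intensity under 500,000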;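 also: U2OS cells stably carrying GPR55 and arrestin-GFP stimulated by 5 µM LPI near EC80; imaged beta-arrestin-GFP aggregate spots per cell after agonist stimulation; plate controls were LPI-stimulated DMSO wells for no effect and DMSO wells without LPI for full effect; some results filed as inactive read as strong as hits; confirmed hits need IC50 under 10 µM and bright autofluorescent wells are also inconclusive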
# GPR55 beta-arrestin: GPR55 agonists via beta-arrestin recruitment, primary screen, imaging, U2OS cells, beta-arrestin-GFP redistribution (AID 1961); U2OS GPR55 beta-arrestin-GFP redistribution imaging; higher % means a stronger effect; activation, % at 10 µM, or EC50 in µM where a hit was titrated; 290,000 compounds, 0.048% hits;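 active = activation above 40% with more than 50 cells counted in the well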;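 also: U2OS osteosarcoma cells stably expressing GPR55 and beta-arrestin-GFP; plate controls were DMSO negative control for no effect and LPI positive control for full effect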
# NTR1 ag: NTR1-driven beta-arrestin-GFP spot formation – imaging, U2OS cells, high content, primary screen (AID 493036); P30989; agonist mode; activation, % at 20 µM; 330,000 compounds, 0.17% hits;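 active = activation at or above 40% of the spot to cytoplasm intensity ratio, with at least 20 cells analyzed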;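 also: 0% = DMSO without peptide and 100% = 100 nM NTR1 peptide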
# Target sequence (P30989 whole entry, looked up): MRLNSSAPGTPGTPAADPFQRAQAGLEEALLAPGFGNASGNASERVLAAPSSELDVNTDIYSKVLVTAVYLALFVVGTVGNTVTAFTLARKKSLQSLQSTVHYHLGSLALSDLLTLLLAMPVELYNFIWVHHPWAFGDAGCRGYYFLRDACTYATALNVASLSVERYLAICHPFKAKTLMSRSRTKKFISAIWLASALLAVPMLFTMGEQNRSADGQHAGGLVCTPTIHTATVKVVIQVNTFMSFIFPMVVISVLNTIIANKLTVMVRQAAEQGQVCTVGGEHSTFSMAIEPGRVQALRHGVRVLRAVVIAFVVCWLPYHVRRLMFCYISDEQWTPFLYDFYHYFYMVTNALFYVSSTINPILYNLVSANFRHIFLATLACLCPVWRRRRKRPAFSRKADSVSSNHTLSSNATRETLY
# KOR beta-arrestin-2: KOR agonists, beta-arrestin recruitment, primary screen, cell-based, luminescence, uHTS (AID 1777); KOR beta-arrestin recruitment, luminescence; higher % means a stronger effect; one-dose activation, % at 10 µM; EC50 in µM for titrated hits; 280,000 compounds, 0.02% hits; in the data active = activation above about 50%, passing the limit was not always enough; also: a part of the inactive calls stands beside numbers as strong as those of hits
# GPR35 arrestin U2OS: inhibition of zaprinast-stimulated GPR35 beta-arrestin translocation – imaging, U2OS, beta-arrestin-GFP, zaprinast agonist, primary screen (AID 2058); U2OS GPR35 beta-arrestin-GFP translocation imaging, zaprinast antagonism; higher % means a stronger effect; one-dose inhibition, % at 10 µM; IC50 in µM for titrated hits; 290,000 compounds, 0.052% hits;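 active = inhibition of at least 50% with at least 30 cells and total cytoplasm GFP at most 10,000,000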
# MgcRacGAP inhibition: MgcRacGAP GTPase-activating activity inhibitors, confirmation, biochemical, ADP Hunter fluorescence; AID 624330; one-dose inhibition, % at 30 µM; IC50 in µM for titrated hits; 340,000 compounds, 0.6% hits; MgcRacGAP-stimulated Rac1 GTP hydrolysis, ADP Hunter fluorescence; higher % means a stronger effect; GST-tagged Rac1 F28L mutant substrate;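 active = first-screen hits whose inhibition reached a set limit at any dose in the follow-up dose series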;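 also: fluorescence reports GDP produced by GAP-driven GTP hydrolysis; strong numbers were not always called active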
# NTR1 ag cell count 20 µM: also measured in NTR1 ag; calls as there; cell count; measured here: cell count, cytotoxicity flag
# Starred values were filed as active, the others as inactive; / = not tested or not shown; [ ] = dose if it differs, or a comment. This is a subset; rates above refer to the full screens.
SMILES,NOD1 NF-kB reporter,KOR beta-arrestin-1,K1F lysis inhibition,GPR55 antagonists,GPR55 beta-arrestin,NTR1 ag,NTR1 ag cell count 20 µM,KOR beta-arrestin-2,GPR35 arrestin U2OS,MgcRacGAP inhibition
CCCCC(=O)Nc1nnc(SCC(=O)NC2CCCC2)s1,14%,21%,0.1%,5%,0.3%,-2.3,83,0.1%,11%,10%
Nc1c(C(=O)Nc2ccccc2)sc2nc3c(c(-c4ccco4)c12)CCCC3,-1%,-31%,3.8%,-7%,0.5%,-0.1,61,-0.9%,11%,1%
CN(C(=O)NC1CCCCC1)c1ccccc1,-26%,-54%[20 µM],7.4%,3%,0.2%,5.5,36,-0.7%,-6%,4%
Cc1c(NS(=O)(=O)c2ccc(F)cc2)c(=O)n(-c2ccccc2)n1C,-20%,-35%[20 µM],0.3%,-2%,-0.2%,-0.4,74,2.0%,-6%,11%
CCCn1c(=O)c(-c2ccccc2)c(O)c2ccccc21,-21%,-82%,6.9%,-3%,-0.1%,-0.5,78,2.9%,12%,3%
Cc1ccc(S(=O)(=O)/N=C(/NC(=S)Nc2cccc(C)c2)c2ccccc2)cc1,-26%,-10%,2.3%,-4%,-0.1%,-1.8,63,/,-3%,12%
NC(=O)C1CCN(c2oc(-c3ccccc3)nc2S(=O)(=O)c2ccc(Br)cc2)CC1,-2%,5%,0.1%,5%,-0.1%,-0.1,52,7.3%,-7%,2%
CCCn1c(SCC(=O)NCCc2ccccc2)nnc1-c1cccnc1,-11%,-14%,0.1%,2%,-0.6%,0.3,68,5.5%,6%,9%
COc1ccc(N(C(=O)c2ccco2)S(=O)(=O)c2ccccc2)cc1,9%,-19%,-0.3%,0%,-0.1%,1.1,82,1.7%,18%,0%
Cn1c(=O)oc2cc(S(=O)(=O)N3CCCC(C(=O)NCc4ccc5c(c4)OCO5)C3)ccc21 (stereo not given),25%,-83%,-0.3%,-2%,-0.1%,-1.4,58,-4.7%,8%,6%
Cc1cc(NC(=O)COC(=O)C2CCN(S(=O)(=O)c3ccc(Cl)cc3)CC2)no1,-10%,18%,0.4%,-3%,-0.2%,3.6,87,4.0%,-2%,-1%
C=CCn1c(C)nnc1SCC(=O)c1[nH]c(C)c(C(C)=O)c1C,-29%,-17%,-0.3%,8%,-0.3%,-0.2,66,-0.8%,-6%,7%
COc1ccc(OC)c(C(=O)CSc2nnnn2C)c1,-1%,-26%,0.2%,9%,0.4%,0.4,66,-6.1%,-3%,8%
COC(=O)c1ccc(CN2CCCC(CO)(Cc3ccccc3F)C2)cc1 (stereo not given),-12%,-30%[20 µM],0.7%,8%,-0.3%,4.9,57,-3.3%,0%,10%
COc1ccccc1Oc1ccc2c(c1)C(=O)N(CC(=O)O)C2=O,0%,-32%,0.2%,5%,0.3%,-0.4,41,1.5%,10%,5%
COC(CNC(=O)c1ccc2nc3ccccc3c(=O)n2c1)OC,6%,10%,0.0%,-18%,-0.1%,-1.1,95,-9.5%,-15%,1%
O=C(c1ccco1)N1CCN(C(c2ccc(F)cc2)c2nnnn2Cc2cccs2)CC1 (stereo not given),17%,18%,6.4%,-3%,-0.2%,-1.2,64,0.5%,7%,6%
Cc1nn(-c2cccc(C(=O)O)c2)c(C)c1Oc1ccccc1O,3%,27%,2.1%,2%,-0.1%,-0.9,35,3.3%,10%,14%
COc1ccc(-c2csc3ncnc(Cl)c23)cc1,-16%,3%,0.2%,-9%,0.2%,-1.6,86,-0.8%,0%,10%
Cc1ccccc1OCC(O)Cn1c(Br)nc2c1c(=O)[nH]c(=O)n2C (stereo not given),-25%,-39%,-0.5%,3%,0.5%,2.0,27,7.0%,0%,7%
CCCCOc1ccc(N=Nc2ccc(N)nc2N)cn1,-11%,22%,0.1%,6%,-0.1%,5.8,85,4.7%,20%,5%
CC(C)S(=O)(=O)c1csc(C(=O)NN)c1-n1cccc1,4%,22%,-1.7%,-3%,1.3%,3.8,48,-0.2%,5%,-3%
CC1C(C#N)=C(N)OC2=C1C(=O)CCC2 (stereo not given),-7%,18%,0.1%,2%,0.2%,-0.7,46,1.4%,3%,13%
Clc1ccc(NCc2nncn2-c2ccccc2)cc1,-4%,-9%,0.2%,-11%,-0.2%,-0.1,54,-2.4%,1%,6%
COc1cccc(-c2cc(C(F)(F)F)nc(-n3cncn3)n2)c1,98%*,-24%,-0.1%,0%,0.0%,1.3,91,-0.9%,12%,5%
CCOC(=O)CSc1nnc(Cc2ccccc2)n1-c1cccc(Cl)c1,4%,-34%,0.0%,16%,0.9%,-0.1,78,6.9%,13%,3%
O=C(NCC1CCN(C(=O)c2c(F)c(F)c(F)c(F)c2F)CC1)c1c(F)c(F)c(F)c(F)c1F,-14%,-14%,0.0%,4%,-0.1%,1.8,49,5.7%,-3%,11%
CC(=O)N1CN(C2CCCC2)Cc2c1sc1c2CCCC1,-14%,31%,0.0%,-1%,-0.2%,-1.9,88,-1.4%,2%,0%
Clc1ccc(CSc2nccn2Cc2ccccc2)cc1,-12%,-8%,0.2%,13%,-0.1%,4.8,74,2.7%,-4%,4%
Cc1cc(=O)oc2cc(OCc3ccc(C(=O)N4CCN(c5ccccc5)CC4)cc3)ccc12,4%,-3%,1.5%[50 µM],9%,0.2%,-0.8,75,3.6%,12%,8%

# NOD1 NF-kB reporter, hit marks shown above.
structure	NOD1 NF-kB reporter	KOR beta-arrestin-1	GPR55 antagonists	GPR55 beta-arrestin	KOR beta-arrestin-2	GPR35 arrestin U2OS	MgcRacGAP inhibition
COc1cccc(-c2cc(C(F)(F)F)nc(-n3cncn3)n2)c1	98%*	-24%	0%	0.0%	-0.9%	12%	5%

# Returning to the listing with the two entries that preceded the break.
SMILES,NOD1 NF-kB reporter,KOR beta-arrestin-1,K1F lysis inhibition,GPR55 antagonists,GPR55 beta-arrestin,NTR1 ag,NTR1 ag cell count 20 µM,KOR beta-arrestin-2,GPR35 arrestin U2OS,MgcRacGAP inhibition
Clc1ccc(CSc2nccn2Cc2ccccc2)cc1,-12%,-8%,0.2%,13%,-0.1%,4.8,74,2.7%,-4%,4%
Cc1cc(=O)oc2cc(OCc3ccc(C(=O)N4CCN(c5ccccc5)CC4)cc3)ccc12,4%,-3%,1.5%[50 µM],9%,0.2%,-0.8,75,3.6%,12%,8%
COc1cc2c(cc1OC)C(C)N(C(=O)C1=NN(c3cccc(C)c3)C(=O)CC1)CC2 (stereo not given),-17%,-20%,0.1%,-1%,-0.2%,0.3,71,-1.0%,-13%,8%
CCN(CC)C(=O)/C(=C\c1ccncc1)NC(=O)c1ccccc1,-15%,-15%[20 µM],0.2%,-11%,0.2%,-1.6,86,0.2%,14%,4%
O=C(c1cnc(-c2ccc(Cl)cc2)s1)c1ccc(Cl)cc1Cl,-10%,-32%,0.6%,6%,-0.1%,-0.2,54,3.0%,1%,6%
Cc1ccc(C(=O)N2c3ccccc3OCC2C)cc1 (stereo not given),5%,-9%,0.0%,10%,-0.1%,-1.8,90,1.2%,18%,3%
CCN1C(=O)C2(C(C(=O)c3ccc(C)o3)=C(O)C(=O)N2CCCN(C)C)c2ccccc21 (stereo not given),0%,-37%,/,3%,0.4%,0.0,45,1.5%,-1%,/
COc1cc(/C=N/NC(=O)CCC(=O)NCc2ccccc2)cc(OC)c1OC,-15%,-28%,3.9%,7%,-0.1%,-0.5,53,-2.8%,-7%,4%
O=C(O)c1ccc2c(c1)C(=O)N(Cc1ccco1)C2=O,-16%,-1%[20 µM],-0.6%,-6%,-0.1%,-1.2,61,-2.9%,12%,0%
O=C(CN1CCN(C(=O)N2CCCCC2)CC1)Nc1ccc(F)cc1,-26%,28%,0.4%,10%,-0.1%,0.6,40,0.2%,1%,2%
O=C(Nc1ccc(Oc2ncnc3cc(Cl)ccc23)nc1)Nc1cccc(C(F)(F)F)c1,-5%,42%,0.8%,-1%,-0.2%,-0.3,60,-2.9%,-2%,11%
Cc1c(NC(=O)C2C3C=CC(C3)C2C(=O)O)c(=O)n(-c2ccccc2)n1C (stereo not given),-18%,-7%,0.4%,6%,-0.1%,-0.4,44,0.8%,21%,6%
COc1cccc2cc(CC(=O)c3ccccc3)c(=O)oc12,0%,3%,0.1%,4%,-0.3%,-1.2,85,-9.0%,-16%,4%
COc1ccc(C2=COc3ccccc3C(=O)N2)cc1,-46%,16%,0.3%,5%,0.1%,1.7,51,-5.0%,6%,7%
CCOc1ccccc1NC(=O)c1ccc2c(c1)C(=O)N(CC1CCCO1)C2=O (stereo not given),-6%,0%,0.1%,28%,-0.1%,-0.6,65,-1.7%,46%,11%
O=C(NCC(=O)N(c1ccccc1)C(C(=O)NC1CCCC1)c1ccncc1)c1cccs1 (stereo not given),21%,-81%,-0.1%,9%,0.6%,1.3,43,6.0%,-5%,6%
COCCNC(=O)Cn1nc(-c2ccc(Cl)cc2)c2ccccc2c1=O,3%,-2%,1.7%,-10%,-0.1%,-1.1,73,-6.0%,9%,7%
Cc1cc(OCC(=O)NCCN2CCOCC2)cc(C)c1Br,-62%,-8%,0.2%,-4%,-0.2%,0.6,48,-4.2%,3%,10%
C=CCNCCCOc1ccc(Cl)cc1Br,-28%,-24%,1.0%[50 µM],3%,-0.2%,0.5,51,2.3%,10%,15%
O=C1c2ccccc2C(=O)C1(CO)c1ccc(OC(F)F)cc1,-63%,3%,0.3%,9%,-0.2%,2.1,68,-7.2%,-12%,18%
O=C(Nc1nc(-c2ccc(Cl)cc2)cs1)c1cccnc1,-17%,12%,-0.6%,3%,0.2%,-0.7,50,-1.2%,6%,9%
CCCC(=O)Nc1ccc(Cl)c(NC(=O)c2ccc(Br)o2)c1,-17%,10%,2.8%,0%,-0.1%,1.7,68,1.2%,-17%,13%
Cc1sc2ncnc(OCC(=O)Nc3ccc4c(c3)OCCO4)c2c1C,-11%,1%,-0.8%,-4%,0.0%,2.3,26,-0.9%,-12%,10%
Oc1ccc(C=Nc2ccc3ncccc3c2)c(O)c1,-34%,-37%,0.0%[50 µM],0%,-0.1%,1.7,41,2.4%,17%,/

# Ordered by value in MgcRacGAP inhibition (high to low): some entries from above.
SMILES	MgcRacGAP inhibition
COc1ccc(C2=COc3ccccc3C(=O)N2)cc1	7%
COc1cccc2cc(CC(=O)c3ccccc3)c(=O)oc12	4%
COC(CNC(=O)c1ccc2nc3ccccc3c(=O)n2c1)OC	1%

# Assay outcomes as filed in PubChem.
